hIAP inh: blocks human intestinal alkaline phosphatase; P09923; purified IAP, CDP-Star luminescence, 30 min; inhibition, % at 10 µM; hit rate 0.12% among 330,000; AID 2544;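 active = inhibition reaching a set limit with compound at 10 µM in the primary screen, cut at about 35% in these data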;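 also: plate controls were DMSO wells with enzyme for no effect and no-enzyme buffer wells for full effect; values of inactives mirror those of a sister screen read the other way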
Target sequence (P09923 whole entry, looked up): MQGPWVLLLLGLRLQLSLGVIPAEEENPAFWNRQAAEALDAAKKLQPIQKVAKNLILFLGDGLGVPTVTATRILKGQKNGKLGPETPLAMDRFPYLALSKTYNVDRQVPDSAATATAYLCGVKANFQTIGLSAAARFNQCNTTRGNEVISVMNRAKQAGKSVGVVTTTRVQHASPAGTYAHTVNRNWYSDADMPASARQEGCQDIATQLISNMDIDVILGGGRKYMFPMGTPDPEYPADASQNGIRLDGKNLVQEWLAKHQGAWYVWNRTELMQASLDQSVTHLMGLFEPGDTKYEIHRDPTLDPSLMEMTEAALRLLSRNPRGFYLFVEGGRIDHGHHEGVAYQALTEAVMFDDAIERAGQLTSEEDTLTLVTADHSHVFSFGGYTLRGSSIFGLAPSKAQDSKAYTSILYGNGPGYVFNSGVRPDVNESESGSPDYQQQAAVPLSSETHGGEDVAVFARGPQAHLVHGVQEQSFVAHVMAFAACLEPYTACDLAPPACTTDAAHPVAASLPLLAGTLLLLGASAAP
mIAP activ: increases mouse intestinal alkaline phosphatase activity | muIAP, CDP-Star luminescence, 30 min; hits give high values; 1 = vehicle-only enzyme signal, 0 = enzyme-free wells | activation factor at 10 µM | hit rate 0.24% among 330,000;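 active = activation factor of at least 2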; also: the source names both 10 and 20 µM as test concentration; values of inactives mirror those of a sister screen read the other way
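System: Mouse IAP enzyme | Also added: CDP-Star substrate | Dosing: Compounds dispensed in DMSO | Schedule: 30 min enzyme-substrate-compound incubation at room temperature | Technique: Chemiluminescence readout | Control set: DMSO-only wells and no-enzyme negative control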
SENP1 inh: blocks the human SENP1 SUMO protease catalytic domain; inhibition, % at 10 µM; AID 624204; Q9P0U3; recombinant SENP1 catalytic domain, CyPet-SUMO1-YPet FRET cleavage; hit rate 0.21% among 360,000;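 active = inhibition at least 30% at 10 µM, raw YFP signal under a set limit, fluorescence ratio 0.5 to 1.5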;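 also: 0% = enzyme with DMSO and 100% = no enzyme wells; some results filed as inactive read as strong as hits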
Target sequence (Q9P0U3 419-644 limits assumed): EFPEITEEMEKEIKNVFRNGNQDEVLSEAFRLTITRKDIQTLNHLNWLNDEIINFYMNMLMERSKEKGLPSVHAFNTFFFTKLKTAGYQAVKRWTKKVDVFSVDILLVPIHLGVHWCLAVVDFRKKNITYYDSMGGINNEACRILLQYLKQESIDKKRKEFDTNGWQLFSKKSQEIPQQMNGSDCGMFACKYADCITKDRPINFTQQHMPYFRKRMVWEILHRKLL
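Test system: recombinant human SENP1 catalytic domain, His6-tagged / Medium: pH 8 Tris buffer with EDTA, NaCl, BME, BSA, NP40, catalase / Also added: SUMO1 FRET substrate flanked by Cypet and Ypet, 25 nM / Times: 50 min reaction at room temperature / Signal: FRET, CFP and YFP emission / Control set: no-enzyme low control and enzyme-plus-DMSO high control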
A3G deaminase: APOBEC3G (human) deaminase inhibition | Q9HC16 | recombinant A3G, ssDNA deamination FAM/TAMRA fluorescence | inhibition, % at 20 µM | hit rate 0.28% among 330,000;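 active = inhibition of at least 40% at 20 µM, with no more than 30% in the related APOBEC3A deaminase screen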;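 also: plate controls were DMSO wells with A3G for no effect and wells lacking A3G enzyme for full effect; some compounds called inactive have numbers as strong as hits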
hIAP activ: human IAP activation; P09923; purified human IAP, CDP-Star luminescence, 30 min; hits give high values; 1 = vehicle-only enzyme, 0 = enzyme-free background; activation factor at 10 µM; hit rate 0.16% among 330,000;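 active = activation factor of the enzyme at least 2-fold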; also: the source names both 10 and 20 µM as test concentration; values of inactives mirror those of a sister screen read the other way
mIAP inh: blocks mouse intestinal alkaline phosphatase. purified mouse IAP, CDP-Star luminescence, 30 min. inhibition, % at 10 µM. hit rate 0.2% among 330,000. AID 2806;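 active = inhibition of at least 40% at 10 µM in the primary screen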;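 also: plate controls were DMSO with enzyme for no effect and no enzyme wells for full effect; values of inactives mirror those of a sister screen read the other way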
beta cell repl: induces beta-cell replication in MIN6 cells | MIN6 cells proliferation, ATPlite luminescence, 48 h; cells starved in 0.2% serum; 100% = growth in 10% serum | proliferation, % at 10 µM | AID 2380 | hit rate 0.29% among 330,000;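 active = compounds whose signal lies at least 3.5 SD above the mean of all wells on their plate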;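 also: 0% = DMSO-treated cells in low-serum medium and 100% = 10% serum control; some compounds called inactive have numbers as strong as hits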
NALP3 yeast inh: NALP3 inhibition in yeast. Yeast reconstituted NLRP3/ASC/caspase-1, beta-gal luminescence, 24 h. inhibition, % at 10 µM. hit rate 0.39% among 330,000;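 active = inhibition of 50% or more; inactive = inhibition below 50%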;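 also: plate controls were induced DMSO wells for no effect and uninduced yeast grown without galactose for full effect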
A3A deaminase: blocks human APOBEC3A ssDNA deamination. hit rate 0.41% among 330,000. AID 493011. recombinant A3A, FAM/TAMRA ssDNA deamination fluorescence. inhibition, % at 20 µM;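 active = at least 40% inhibition at 20 µM here, with at most 30% in a related deaminase screen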;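 also: plate controls were A3A with DMSO for no effect and wells lacking A3A enzyme for full effect; some results filed as inactive read as strong as hits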
Target sequence (P31941 whole entry, looked up): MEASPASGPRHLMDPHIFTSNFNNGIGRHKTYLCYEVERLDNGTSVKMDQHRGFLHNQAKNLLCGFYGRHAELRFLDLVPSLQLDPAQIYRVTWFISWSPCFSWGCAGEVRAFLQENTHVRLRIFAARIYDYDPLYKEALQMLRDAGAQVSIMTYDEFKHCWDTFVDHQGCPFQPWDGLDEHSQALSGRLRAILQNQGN
Active calls of the source: *.

SMILES	hIAP inh	mIAP activ	SENP1 inh	A3G deaminase	hIAP activ	mIAP inh	beta cell repl	NALP3 yeast inh	A3A deaminase
O=C(NCc1ccccc1Cl)c1ccc(S(=O)(=O)Nc2cccc(C(F)(F)F)c2)cc1	2	0.96	2	-1	0.98	4	-6	17	0
Cc1csc(NC(=O)Cc2nn(C)c(=O)c3ccccc23)n1	-5	0.97	1	-3	1.1	3	0	17	-1
COc1c(Cl)cnn(-c2cccc(C)c2)c1=O	10	0.96	-1	-3	0.9	4	-1	11	-3
Cc1cc(C)c(C)c(OCCCn2ccnc2)c1	-20	0.93	3	-3	1.2	7	6	16	1
C=CC[C@@H](CC(=O)N[C@H](CO)Cc1ccccc1)C(=O)N[C@@H](C)COC(=O)[C@@H](CC=C)CC(=O)OC(C)(C)C	2	1.2	2	-9	0.98	-21	-3	13	-5
COc1ccc(OC)c(CN2C(=O)c3ccccc3C2C(=O)NCC2CCCO2)c1 (configuration not stated)	-1	1.2	1	-7	1	-20	0	0	-7
Cc1ccccc1C(=O)N1CCN(c2ccc(NC(=O)Cc3ccccc3)cc2)CC1	-16	1	4	4	1.2	-2	-2	22	0
CCC1CCCCN1C(=O)c1ccc(OC2CCN(C(=O)COC)CC2)cc1 (configuration not stated)	-18	0.99	5	-6	1.2	1	-3	15	-4
Cc1c(C(=O)NCC2CCCO2)oc2ccc(S(=O)(=O)N3CCCC3)cc12 (configuration not stated)	-9	0.99	2	1	1.1	0	-1	14	-2
CCc1nnc(NC(=O)CSc2nnc(C3CC3)n2C)s1	-6	0.95	2	-7	1.1	5	-1	7	-4
Nc1cc(Oc2ccc(F)cc2F)cc([N+](=O)[O-])c1	-18	0.97	3	-6	1.2	3	-1	-6	-3
Cn1c(NCc2cc(Br)ccc2O)nc2ccccc21	23	1.1	0	-3	0.77	-11	-3	23	-3
CC(C)C(C)NC(=O)Cn1cnc2c(oc3ccccc32)c1=O (configuration not stated)	-13	0.99	0	6	1.1	1	-2	15	-4
Cc1ccsc1C(=O)OCC(=O)NCc1ccc2c(c1)OCO2	-2	0.98	2	-7	1	2	-1	2	-2
CCOC(=O)c1cnc(-n2[nH]c(C)cc2=O)[nH]c1=O	-64	0.88	2	4	1.6	12	-1	34	6

3 entries already listed, sorted by the value under mIAP inh, high to low:
| smiles | hIAP inh | mIAP activ | SENP1 inh | A3G deaminase | hIAP activ | mIAP inh | NALP3 yeast inh | A3A deaminase |
| --- | --- | --- | --- | --- | --- | --- | --- | --- |
| Cc1cc(C)c(C)c(OCCCn2ccnc2)c1 | -20 | 0.93 | 3 | -3 | 1.2 | 7 | 16 | 1 |
| CCc1nnc(NC(=O)CSc2nnc(C3CC3)n2C)s1 | -6 | 0.95 | 2 | -7 | 1.1 | 5 | 7 | -4 |
| Cn1c(NCc2cc(Br)ccc2O)nc2ccccc21 | 23 | 1.1 | 0 | -3 | 0.77 | -11 | 23 | -3 |

Carrying on:
SMILES	hIAP inh	mIAP activ	SENP1 inh	A3G deaminase	hIAP activ	mIAP inh	beta cell repl	NALP3 yeast inh	A3A deaminase
CCC(C)c1ccccc1N1CC(C(=O)N2CCN(C(=O)c3ccco3)CC2)CC1=O (configuration not stated)	-10	1.1	1	-6	1.1	-8	2	3	-4
CCN(CC)C(=O)CSc1nc(N)c(C(=O)Nc2ccc(OC)cc2)s1	7	0.93	0	-9	0.93	7	0	9	-3
Cc1cccc2nc(-c3cccc(NC(=O)Cc4ccccc4)c3)cn12	9	1.1	2	-5	0.91	-10	2	-4	-3
COc1ccc(C(=O)n2cnc3ccccc32)cc1[N+](=O)[O-]	-20	1.1	0	-9	1.2	-6	-1	21	-7
O=C(c1cc(-c2ccccc2Cl)on1)N1CCN(C(=O)c2ccco2)CC1	3	1.1	1	-2	0.97	-7	-1	5	0
CCOC(=O)N1CCC(NC(=O)Cn2cc3c(n2)CCCC3)CC1	-12	1	2	-9	1.1	0	1	16	-3
Nc1ccccc1C(=O)N(Cc1ccccc1)Cc1ccccc1	-22	1	1	-2	1.2	-4	-1	-24	-3
COc1ccccc1CNC(=O)CCCOc1cc(=O)n(C)c2ccccc12	9	1.1	1	0	0.91	-7	0	0	0
COc1ccc(CN(Cc2cc3cc4c(cc3[nH]c2=O)OCO4)C(=O)NC2CCCCC2)cc1	-5	0.93	0	-8	1	7	0	-25	-4
CCOc1ccc2c(c1)c1nnc(SCC(=O)NC3CC3)nc1n2C	4	0.97	2	2	0.96	3	1	27	3
O=C(Nc1ccccc1)/C(=C/c1ccc(F)cc1)NC(=O)c1ccco1	6	0.95	0	-7	0.94	5	-2	8	-1
COc1cccc(CN(CC(=O)NC2CCCCC2)C(=O)c2csnn2)c1	0	1.1	1	-2	1	-5	3	16	-1
Cc1ccc(N(C)C(=O)c2cc(S(=O)(=O)N3CCCC3)cn2C)cc1	5	1	1	-6	0.95	-4	0	-1	-1
CCOc1ccc(-n2c(=O)[nH]cc(C(=O)N3CCc4ccccc43)c2=O)cc1	-15	1	0	-5	1.1	-2	-1	16	-2
O=C1c2ccccc2NC(c2ccc(-c3ccc(F)cc3)o2)N1O (configuration not stated)	17	0.88	-9	-7	0.83	12	-7	9	-5
CSc1nnc(C)c(/C=C/NOCc2cccc(F)c2)n1	11	0.95	-1	-6	0.89	5	0	12	-2
O=C(NCC(c1ccco1)N1CCN(c2ccc(F)cc2)CC1)c1cccs1 (configuration not stated)	6	1.1	0	-7	0.94	-10	-1	-4	-5
O=C(CCCOc1ccccc1)Nc1cccc(S(=O)(=O)N2CCOCC2)c1	4	1.1	-1	-6	0.96	-9	-2	22	3
CCN(CC)Cc1c(C(=O)N/N=C/c2ccc(OCc3ccccc3C)cc2)nnn1-c1nonc1N	8	1	0	0	0.92	-4	-2	25	3
O=C1CCC(c2ccccc2)=NN1Cc1c(F)cccc1Cl	-3	0.89	3	-4	1	11	-1	26	-1
CN(CC(=O)Nc1ccc(F)c(F)c1)S(=O)(=O)c1cccs1	-2	0.93	3	-3	1	7	0	12	2
CCN(CC)c1ccc2c(-c3ccc(S(=O)(=O)O)cc3S(=O)(=O)[O-])c3ccc(=[N+](CC)CC)cc-3oc2c1	26	0.9	34*	-261	0.73	10	2	15	-136
COc1ccc2c(C)cc(SCC#N)nc2c1	3	0.99	-86	-4	0.97	0	2	17	1
CC(=O)Nc1ccc(C(=O)N(C2=NC(C)CS2)c2ccc(Cl)cc2)cc1 (configuration not stated)	-3	0.93	3	5	1	7	0	26	-2
CCOC(=O)c1c(C)n(C)c2ccc(O)c(CN3CCC(C)CC3)c12	-11	1	-1	-7	1.1	-4	-3	16	-4
CC(=O)Nc1ccc(S(=O)(=O)C(C#N)c2nc3ccccc3nc2NCCO)cc1 (configuration not stated)	3	1.1	-49	-5	0.97	-6	-4	15	6
O=S(=O)(c1cccc(C(F)(F)F)c1)c1ccc(O)cn1	-1	0.88	4	-8	1	12	-2	-11	-3
CCC(=O)Nc1ccc(C(=O)CSc2nc(N)cc(N)n2)cc1	4	0.96	-1	-5	0.96	4	-2	5	-2
CCc1ccc(Nc2nnc(SC(C)C(=O)NC3CC3)s2)cc1 (configuration not stated)	-6	1.1	3	-11	1.1	-5	1	15	-2
Cc1ccc(C(=O)c2c3ccc([N+](=O)[O-])cc3[n+]([O-])n2CCCC(N)=O)cc1	0	0.88	4	-5	1	12	-5	28	-3
O=C(/C=C/c1cccnc1)c1ccc(O)cc1	2	1	1	4	0.98	-3	-5	7	2
CS(=O)(=O)N(Cc1ccccc1Cl)c1ccc(C(=O)NCc2ccccn2)cc1	5	0.93	0	-5	0.95	7	-1	14	-4
Cc1ccc(-c2noc(-c3c(C)noc3C)n2)cc1	10	1	0	-5	0.9	-3	-1	21	1
C[C@H]1CCC[C@]2(O[C@H](CCO)C[C@@H](O)[C@@H]2O)O1	5	0.96	-1	6	0.95	4	-4	-8	-1
O=C1C(Cl)=C(NCC2CCCO2)C(=O)N1C1CCCCC1 (configuration not stated)	16	0.98	0	-3	0.84	2	0	1	-1
COc1ccc(CCNC(=O)CSc2ccc3ccccc3c2)cc1OC	-5	0.95	-1	-7	1.1	5	0	12	1
O=C(c1sc2ccccc2c1Cl)N1CCN(c2ccccc2F)CC1	-15	0.94	2	-4	1.2	6	0	8	1
COc1ccc(C(=S)N2CCCCC2)cc1Br	-31	1	2	-3	1.3	0	1	3	-7
CC(C)(C)c1ccc(Cn2nnc3c(=O)[nH]c(C4CCCN(C(=O)c5cccs5)C4)nc32)cc1 (configuration not stated)	14	0.94	0	-6	0.86	6	0	14	2
O=C(CN(Cc1ccccc1)S(=O)(=O)c1ccccc1)N/N=C/c1ccc([N+](=O)[O-])cc1	14	0.97	4	-3	0.86	3	-4	10	3
CCOc1ccc(OCCN2C(=O)NC(Cc3c[nH]c4ccccc34)C2=O)cc1 (configuration not stated)	-6	1	3	-5	1.1	-3	-1	13	0
CCCCN(C)CCCNC(=O)c1cc(=O)[nH]c2ccc(S(=O)(=O)N3CCCCC3C)cc12 (configuration not stated)	0	1.1	-2	-8	1	-12	0	9	-1
COc1ccc(NC(=O)c2cc3cc(OC)ccc3oc2=O)cc1	11	0.99	9	0	0.89	1	-1	19	6
COc1cc(C)ccc1OCC(=O)OCC(=O)NCC1CCCCC1	8	0.97	6	-8	0.92	3	2	14	-1
COc1ccc2c(c1)C(C)CC(C)(C)N2C(=O)Nc1ccccc1 (configuration not stated)	16	1	-6	-4	0.84	-4	1	23	-9
COc1ccc(CC(=O)n2[nH]c(=O)c3ccccc3c2=O)cc1OC	10	0.91	2	1	0.9	9	6	18	-2
O=c1cc(CN2CCOCC2)c2c(ccc3ccccc32)o1	-22	1	-1	0	1.2	-2	0	11	2
COc1cccc(CCC(=O)N2CCC(n3nccc3NC(=O)CC(C)C)CC2)c1	24	1.1	1	-3	0.77	-9	4	3	-3
COc1ccc(N2C3=C(CC4=C2CCCC4=O)C(=O)CCC3)cc1	12	0.54	-19	21	0.88	46*	1	7	8
N#Cc1c(-c2ccccc2)ccn(Cc2ccc(Cl)cc2)c1=O	6	0.99	2	-6	0.94	1	-1	24	-2
CN(C(=O)c1ccc(F)cc1)c1ccc(OCC(=O)Nc2ccccc2C(=O)O)cc1	-4	0.94	2	-3	1	6	-4	1	-3
COc1cccc(-c2nc(CS(=O)(=O)CC(=O)Nc3cc(OC)ccc3OC)c(C)o2)c1	36*	0.97	2	0	0.64	3	-4	-2	-2
C=CCn1c(SCC(=O)c2c(N)n(CCC)c(=O)n(C)c2=O)nnc1-c1ccncc1	5	0.95	-2	-13	0.95	5	-3	-10	0
Cc1ccc2c(c1)NC(C(C)(C)C)CO2 (configuration not stated)	29	0.97	3	0	0.71	3	0	24	-3
CCn1nc(C)c(NC(=O)CCCSc2nc(-c3ccco3)cc(C(F)(F)F)n2)c1C	7	0.96	-1	-6	0.93	4	-2	-11	3
CC1CN(S(=O)(=O)c2cc(C(=O)N3CCCCC3C)ccc2Cl)CC(C)O1 (configuration not stated)	-14	1.2	2	-9	1.1	-22	-3	-13	-4
CCc1nnc(NS(=O)(=O)c2ccc(NC(=O)c3ccc(S(=O)(=O)N(CC)CC)cc3)cc2)s1	-1	0.91	0	-13	1	9	0	23	-7

The list is partial, so the mix of outcomes need not match the whole.
